From PubChem
CHT block = human CHT choline transport inhibition | Q9GZV3 | CHT-expressing cells, membrane potential dye, choline response; stronger effect = lower value | B-score at 10 µM | hit rate 0.86% among 310,000 | AID 488975;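 active = B-score over 3 SD under the library average, and starting fluorescence ratio not unusually high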;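 note: choline stimulus applied at its EC90 after an EC20 pre-addition; B-score computed on integrated fluorescence ratio after choline addition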
Target sequence (Q9GZV3 whole entry, looked up): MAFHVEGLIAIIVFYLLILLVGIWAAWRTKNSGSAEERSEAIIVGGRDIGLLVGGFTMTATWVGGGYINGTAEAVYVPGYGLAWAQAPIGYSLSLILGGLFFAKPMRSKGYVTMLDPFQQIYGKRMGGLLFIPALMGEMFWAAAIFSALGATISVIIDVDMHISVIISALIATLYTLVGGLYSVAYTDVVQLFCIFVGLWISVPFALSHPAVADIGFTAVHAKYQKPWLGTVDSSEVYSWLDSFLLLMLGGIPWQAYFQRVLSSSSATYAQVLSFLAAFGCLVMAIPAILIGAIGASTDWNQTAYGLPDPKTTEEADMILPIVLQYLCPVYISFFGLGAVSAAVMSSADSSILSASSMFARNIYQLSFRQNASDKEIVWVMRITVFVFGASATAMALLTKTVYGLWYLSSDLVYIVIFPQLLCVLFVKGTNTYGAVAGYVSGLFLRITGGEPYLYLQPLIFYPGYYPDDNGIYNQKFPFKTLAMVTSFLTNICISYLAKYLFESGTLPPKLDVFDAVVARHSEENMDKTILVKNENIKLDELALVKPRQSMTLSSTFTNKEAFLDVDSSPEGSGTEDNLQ
Kir21 inh = blocks the mouse Kir2.1 inward-rectifier potassium channel; B-score at 10 µM; HEK293-Kir2.1, FluxOR thallium flux fluorescence; stronger effect = lower value; hit rate 0.85% among 310,000; P35561;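 active = fluorescence ratio B-score at or below minus 3 SD of library scores, with starting-brightness B-score within 2 SD, cut at about -4.2 in these data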;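 note: channel flux triggered by added potassium and thallium sulfate stimulus; B-score of peak minus minimum fluorescence over baseline after thallium stimulus; more negative B-score means stronger Kir2.1 block with less thallium influx; some compounds called inactive have numbers as strong as hits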
Target sequence (P35561 whole entry, looked up): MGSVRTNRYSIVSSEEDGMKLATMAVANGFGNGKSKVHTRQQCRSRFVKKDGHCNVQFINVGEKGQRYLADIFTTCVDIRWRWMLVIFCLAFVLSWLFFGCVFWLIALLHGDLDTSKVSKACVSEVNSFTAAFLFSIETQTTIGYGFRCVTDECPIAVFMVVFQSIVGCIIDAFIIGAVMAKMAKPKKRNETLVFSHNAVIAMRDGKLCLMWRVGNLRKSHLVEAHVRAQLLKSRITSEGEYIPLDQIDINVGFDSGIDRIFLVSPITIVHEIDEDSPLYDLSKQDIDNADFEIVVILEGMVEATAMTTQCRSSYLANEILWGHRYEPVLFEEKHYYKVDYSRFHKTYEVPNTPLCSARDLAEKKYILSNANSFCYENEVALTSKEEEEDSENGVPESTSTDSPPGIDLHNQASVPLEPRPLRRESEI
Numbers without * were called inactive; i = inactive; . = not tested or not shown.

CHT block,Kir21 inh,SMILES
i,-4.7*,CN(C)CCNc1ncnc2oc(-c3ccccc3)c(-c3ccccc3)c12
i,-0.33,Cc1ccc(-c2nnc(Nc3ccc(CC(N)=O)cc3)c3ccccc23)cc1S(=O)(=O)NCCO
i,-0.69,CCOC(=O)C1CCN(C(c2cc3c(C)ccc(C)c3[nH]c2=O)c2nnnn2C2CCCCC2)CC1 (stereo unspecified)
i,2,COc1cccc(NC(=O)N2CCN(c3nc(-c4cccc(OC)c4)cs3)CC2)c1
i,0.31,CNC(=S)N/N=C(\C)c1ccc2c(c1)OCO2
i,0.23,CNc1c(C(=O)O)ccc2c1C(=O)c1ccccc1C2=O
i,1.4,O=[N+]([O-])c1ccc(S(=O)(=O)Nc2nc3ccccc3nc2Nc2ccccc2)cc1
i,-0.01,CC1=NN(c2ccc(C(=O)O)cc2)C(=O)/C1=C\c1ccc(OC(=O)c2cccs2)cc1
.,-1.7,Cn1c(=O)c([N+](=O)[O-])c(Cl)c2ccccc21
i,-2.6,O=C(Nc1cccc(O)c1)C1CCCN1C(=O)OCc1ccccc1 (stereo unspecified)
i,0.01,CN(C)c1ccc(P(=O)(OCc2ccccc2)C(O)c2ccccc2)cc1 (stereo unspecified)
i,-0.98,O=Cc1ccc(OCC(=O)Nc2ccccc2-c2ccccc2)cc1
i,-0.01,CCOC(=O)C1CCCN(C(=O)c2cc3c(-c4cccc(OC)c4)nn(C)c3s2)C1 (stereo unspecified)
i,-0.78,CCN(CC)CCCNC(=S)N(Cc1cccnc1)Cc1cc2cc(C)ccc2[nH]c1=O
i,-0.14,Cc1cccc(NC(=O)c2cc(-c3ccco3)nc3ccccc23)n1
i,0.73,O=C1C2C3c4ccccc4C(c4ccccc43)C2C(=O)N1Cc1ccco1 (stereo unspecified)
i,-0.27,COc1ccc(N(CC(=O)NCCc2ccccc2)C(=O)c2csnn2)cc1OC
i,-0.03,CC(C)(C)OC(=O)C1C(=O)CC(C)(O)C(C(=O)OC(C)(C)C)C1c1ccco1 (stereo unspecified)
i,-0.03,CN(C)S(=O)(=O)c1ccc(Cl)c(NC(=O)COC(=O)/C=C/c2ccco2)c1
i,-1.8,CC(C)(C)S(=O)(=O)c1cnc2c(S(=O)(=O)c3ccccc3)cnn2c1N
i,0.29,Cc1cc(NC(=O)CSCc2ccccc2C)no1
i,-0.15,c1ccc2nc(SCc3cn4ccccc4n3)cnc2c1
i,0.05,C#CCOCCOCCOCCNc1nc(N2CCN(C(=O)[C@H](CCC(=O)O)n3cc(C(N)CC(C)C)nn3)CC2)nc(N2CCN(C(=O)[C@H](CCC(=O)O)n3cc(C(N)[C@H](C)CC)nn3)CC2)n1 (stereo partly specified)
i,-0.02,CCOc1ccccc1-c1noc(CCC(=O)NC2CCCCC2)n1
.,1.8,Cc1cc(=O)[nH]c2c(N=Nc3ccc(O)cc3)c(N)nn12
i,0.55,CCOC(=O)c1nn(-c2ccccc2)c(=O)cc1OCC(=O)Nc1cc(C)ccc1OC
i,-0.56,COCCOc1ccc(C(F)(F)F)cc1NC(=O)COC(=O)c1cc([N+](=O)[O-])ccc1N1CCOCC1
i,-0.18,CCOC(=O)NCc1ccc(S(=O)(=O)Nc2ccccc2C)cc1
i,2.4,Cc1sc2ncn3cnnc3c2c1C
i,-0.69,CCOc1ccc(/C=N/NC(=O)C(OC)c2ccccc2)cc1 (stereo unspecified)
i,0.21,COc1cc(C2C(C#N)=C(N)Oc3cc(O)ccc32)cc(OC)c1OC (stereo unspecified)
.,0.29,Cc1ccccc1OCC(=O)Nc1ccc(S(=O)(=O)N2CCOCC2)cc1
i,0.53,O=C(NNc1cccc(Cl)n1)Nc1ccc(Cl)cc1
i,-0.7,Cc1ccc(-n2[nH]c(C)c(C=Nc3ccc(S(=O)(=O)N4CCOCC4)cc3)c2=O)c(C)c1
i,0.47,CCCCn1c(=O)n(C)c(=O)c2c(C(F)(F)F)cc(-c3ccncc3)nc21
i,-0.35,O=C(O)c1cccnc1SC1CC(=O)N(CCc2ccccc2)C1=O (stereo unspecified)
i,-1.1,Cc1cc(/C=N/Nc2nc(N)ncc2[N+](=O)[O-])c(C)n1-c1ccccc1F
i,-0.69,CC(=O)N1CCc2cc(S(=O)(=O)CCC(=O)N3CCN(c4ccccc4F)CC3)ccc21
i,1.1,O=C(CSc1n[nH]c(-c2cccs2)n1)NCc1cccs1
i,-0.37,COC(C(=O)Nc1ccc(F)cc1)c1ccccc1 (stereo unspecified)
i,-3.2,COc1ccc(C2C3=C(NCCN=C3c3ccccc3)C(=O)N2c2ccccc2)c(OC)c1 (stereo unspecified)
i,-0.71,Cc1ccc(S(=O)(=O)N=C2SCCCS2)cc1
i,-1.1,O=C1NCCN1Cc1cccc(Cl)c1
i,0.74,CC12CCC(C(=O)NCCCN3CCOCC3)(OC1=O)C2(C)C (stereo unspecified)
i,-1.2,COC(=O)C1=C(C)NC(=S)N(C(C)=O)C1c1ccc(OC)c(OC)c1 (stereo unspecified)
i,-0.89,Cc1cc(=O)oc2cc(OC(C)C(=O)NCCCN3CCCC3=O)c(Cl)cc12 (stereo unspecified)
i,0.06,NC(=O)c1snnc1-c1ccccc1
i,-1.4,O=C(CN1C(=O)COc2ccccc21)N(CCCN1CCOCC1)CC1CC=CCC1 (stereo unspecified)
i,0.45,CC(=O)c1cccc(NC(=O)c2ccccc2N(C)S(=O)(=O)c2ccc(C)cc2)c1
i,0.52,O=C(CCn1c(=O)oc2cc(Cl)ccc21)Nc1ccc(N2CCOCC2)cc1
i,0.76,Nc1ccccc1C(=O)NC1CCCCNC1=O (stereo unspecified)
i,0.18,CC(=O)C1=C(C)Nc2ncnn2C1c1ccccc1Cl (stereo unspecified)
i,0.4,CCOC(=O)c1c(NC(=O)CSc2nnc(Cc3ccccc3)o2)sc(C(C)=O)c1C
i,-1.1,CC(=O)c1ccc(NC(=O)CSC2=NS(=O)(=O)c3cc(Cl)ccc3N2)cc1
i,-1.3,COc1ccccc1CCNC(=O)C1CCC(=O)N(C2CCCCCC2)C1 (stereo unspecified)
i,-3.6,COc1cccc(CNC(=O)CNS(=O)(=O)c2ccc(Br)s2)c1
i,0.42,Nc1nnc(SCc2coc(-c3ccc(Cl)cc3)n2)s1
i,-0.67,CCOC(=O)C1=C(C)N(CCCC(=O)O)C(=O)NC1c1ccccc1Cl (stereo unspecified)
i,0.61,Cc1ccc(NC(=O)CSc2n[nH]c(-c3cccnc3)n2)c(Br)c1
i,1.4,Cc1cc(C)n2nc(SCC(=O)c3cc(C)n(CC4CCCO4)c3C)nc2n1 (stereo unspecified)

Copied from the list:
Under Kir21 inh, Cc1ccc(S(=O)(=O)N=C2SCCCS2)cc1 has the entry -0.71
Under Kir21 inh, NC(=O)c1snnc1-c1ccccc1 has the entry 0.06
Under Kir21 inh, Cc1ccccc1OCC(=O)Nc1ccc(S(=O)(=O)N2CCOCC2)cc1 has the entry 0.29
Under Kir21 inh, CCCCn1c(=O)n(C)c(=O)c2c(C(F)(F)F)cc(-c3ccncc3)nc21 has the entry 0.47

Next part:
CHT block,Kir21 inh,SMILES
i,0.29,Cn1c(=O)c2cc(NCc3ccccc3)nnc2n(C)c1=O
i,-0.44,CCCCOCCCN1CC(=O)N2C(C)c3[nH]c4ccccc4c3C[C@H]2C1=O (stereo partly specified)
i,-0.05,Cc1ccc(/C=c2\sc3nc(-c4cccs4)nn3c2=O)o1
i,1.4,C/C(=N\NC(=S)NC1CCCCC1)c1ccc(O)cc1
i,-0.55,Cn1c(SCC(=O)NNC(=O)c2ccccc2O)nnc1-c1ccccc1
i,0.57,N#C/C(=C\c1ccc(F)cc1)C(=O)Nc1ccccn1
i,-1.3,CCN1CCN(c2ncnc3c2c(-c2ccccc2)cn3-c2ccc(F)cc2)CC1
i,-0.65,COC(=O)c1ccc2nc(C)cc(Nc3ccccc3C)c2c1
i,-0.28,CC(C)=CCN1CCN(C/C(Cl)=C/c2ccccc2)CC1CCO (stereo unspecified)
i,1.2,COc1ccc(NC(=O)Cn2nnc(-c3ccc(CN4CCOCC4)cc3)n2)c(OC)c1
i,0.78,CC(=O)c1ccc(N2CCN(C(=O)/C=C/c3ccc(S(=O)(=O)N4CCOCC4)cc3)CC2)cc1
i,0.25,COc1ccccc1-n1cnnc1SCC(=O)Nc1cc(C)on1
i,-0.01,COCCNC(=O)Cn1nc(C)c2ccccc2c1=O
i,-0.96,C=CCn1c(SCC(=O)N2CCc3ccccc3C2)nc2sc(CC)cc2c1=O
i,-1.4,CCCCn1c(N)c(N(CC(C)C)C(=O)c2cc(-c3ccco3)nc3ccccc23)c(=O)[nH]c1=O
i,0.03,CCO[C@@H]1OC(C(N)=O)=C[C@H](c2coc3ccccc3c2=O)[C@H]1CCCO
i,-0.91,NC(=O)Cn1cnc2c(nnn2-c2ccc(F)cc2)c1=O
i,-0.31,O=C(Nc1ccnn1C1CCN(C(=O)c2c(F)cccc2F)CC1)C1CC1
i,-0.18,CCOC(=O)CN(C(=O)COc1nc(-c2ccccc2)cc(C)c1C#N)c1ccccc1
i,-1.4,COc1ccc(-n2ncc3c(=O)n(CC(=O)Nc4ccc(S(=O)(=O)N5CCOCC5)cc4)cnc32)cc1
i,-0.03,CCOC(=O)c1ccc2c(c1)N(CC(=O)N1CCCC1)C(=O)C(C)(C)O2
i,0.14,O=C(CCCCn1c(=O)[nH]c2ccccc2c1=O)NCCC1=CCCCC1
i,-0.47,CCOCCc1nn2c(=O)cc(CSCC(=O)Nc3cc(C)cc(C)c3)nc2s1
i,-1.1,CC(=O)c1ccc(N2CCN(C(=O)c3ccco3)C(C)C2)c(F)c1 (stereo unspecified)
i,0.28,CC(=O)Nc1ccccc1Nc1nc(NCCO)nc(N2CCCC2)n1
i,0.14,COC(=O)N/N=C\C=C\c1ccc2c(c1)OCO2
i,-7.6,COCCCn1c(=NC(=O)c2ccccc2)c(C#N)cc2c(=O)n3cccc(C)c3nc21
i,-2.1,COc1cccc(CNc2ccccc2O)c1OCc1ccccc1F
i,-0.48,Cc1nn(CCC(=O)NNC(=S)Nc2ccc(F)cc2)c(C)c1Br
i,0.62,CCn1nnnc1NC(=O)c1cccc(OC)c1

Entries above printed as active in Kir21 inh:
CHT block,Kir21 inh,SMILES
i,-4.7*,CN(C)CCNc1ncnc2oc(-c3ccccc3)c(-c3ccccc3)c12

Remaining list, next part:
CHT block,Kir21 inh,SMILES
i,0.37,COc1ccc(/C=C(\C#N)C(=O)Nc2ccc3[nH]c(=O)[nH]c3c2)cc1
i,-0.02,COc1cc(NC(=O)c2cccs2)c(OC)cc1NC(=O)Nc1ccc(F)cc1
i,1.3,C[C@H](NC(=O)c1cc2cc(Cl)ccc2n1C)C(=O)N1CCC(C(=O)O)CC1
i,-0.72,CCN(CC)CCCNC(=O)c1nn(-c2cccc(OC)c2)c(=O)c2ccccc12
i,0.38,CCOc1ccc(N2CC(C(=O)NCCCN3CCOCC3)CC2=O)cc1 (stereo unspecified)
i,2,CN1CCN(c2nc(-c3ccccc3)cc(C(F)(F)F)n2)CC1
i,-0.3,CCN(CC)C(=O)CSCc1cnn(-c2ccccc2)c1-n1cccc1
i,-0.41,Cc1ccc(N2C(=O)NC(NC(=O)C3CC3)(C(F)(F)F)C2=O)cc1 (stereo unspecified)
i,-1.8,COCc1cc(C)nc2sc(C(=O)Nc3ccccc3Br)c(N)c12
i,-6.9*,Cc1ccccc1CSCC(=O)Nc1ccccc1-c1ccccc1
i,-0.21,CCCCNC(=O)c1ccc(N2CCOCC2)c(NS(=O)(=O)c2ccc(OC)cc2)c1
i,-0.87,Cc1nn(C)cc1C(C(=O)NC1CCCCC1)N(C(=O)Cn1nnc2ccccc21)c1ccc(F)cc1 (stereo unspecified)
i,1.1,Cc1ccc(N2CCN(/N=C/c3sccc3C)CC2)cc1
i,1.1,O=C(Nc1ccc(Cl)cc1[N+](=O)[O-])c1ccc2c(c1)OCCO2
i,0.7,Nc1nc(CN2CCN(c3ccccn3)CC2)nc(Nc2ccc(F)cc2)n1
i,0.22,O=C(N/C(=C/c1cccc([N+](=O)[O-])c1)C(=O)N1CCCCCC1)c1cccs1
i,0.03,O=C(CSc1ccccc1)Nc1cccc(NC(=O)c2ccco2)c1
i,0.39,OCC12COC(c3ccccc3)N1C(c1ccccc1)OC2 (stereo unspecified)
i,-0.36,Cc1ccc(CN2C(=O)/C(=C\c3ccc(C(=O)NCc4cccnc4)cc3)Oc3ccccc32)cc1
i,0.47,Cc1cc(NC(=O)NN2CCOCC2)nn1-c1c(Cl)cc(Cl)cc1Cl
i,-0.07,CCC(=O)Nc1nnc(S(=O)(=O)N(CC)c2ccc(Cl)cc2)s1
i,-0.03,COc1cccc(C(=O)N(Cc2ccc(N(C)C)cc2)C2CCS(=O)(=O)C2)c1 (stereo unspecified)
i,0.96,Cc1cc(C)c(OCC(=O)N/N=C/c2ccc3c(c2)OCO3)c(C)c1
i,-0.61,C/C(=N/NC(=S)Nc1ccccc1)c1ccc2c(c1)OCO2
i,-1.2,CCCOc1ccc(N2C(=O)CC(N(O)c3ccccc3)C2=O)cc1 (stereo unspecified)
i,1.5,CCOc1cc(CNC(=O)CN2C(=O)c3ccccc3S2(=O)=O)ccc1OC

Entries above that contain a COOH group:
CHT block,Kir21 inh,SMILES
i,0.23,CNc1c(C(=O)O)ccc2c1C(=O)c1ccccc1C2=O
i,-0.01,CC1=NN(c2ccc(C(=O)O)cc2)C(=O)/C1=C\c1ccc(OC(=O)c2cccs2)cc1
i,0.05,C#CCOCCOCCOCCNc1nc(N2CCN(C(=O)[C@H](CCC(=O)O)n3cc(C(N)CC(C)C)nn3)CC2)nc(N2CCN(C(=O)[C@H](CCC(=O)O)n3cc(C(N)[C@H](C)CC)nn3)CC2)n1 (stereo partly specified)
i,-0.35,O=C(O)c1cccnc1SC1CC(=O)N(CCc2ccccc2)C1=O (stereo unspecified)
i,-0.67,CCOC(=O)C1=C(C)N(CCCC(=O)O)C(=O)NC1c1ccccc1Cl (stereo unspecified)
i,1.3,C[C@H](NC(=O)c1cc2cc(Cl)ccc2n1C)C(=O)N1CCC(C(=O)O)CC1

No enrichment for hits; any-hit rate near 1.6%.
